HKDC1 inh – inhibitors of human hexokinase HKDC1 | 340,000 tested, 0.16% active | recombinant HKDC1, G6PDH/diaphorase resazurin coupled fluorescence | inhibition, % at 20 µM | AID 493160 | Q2TB90;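 active means inhibition above about 35% when tested at 20 µM, limit read from the data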;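 further: plate controls were DMSO wells with enzyme for no effect and DMSO wells lacking enzyme for full effect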
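Test system: HK5 enzyme. Quantity: 5 µg/mL HK5 final. Reagent: glucose and ATP substrates. Schedule: 90 min reaction incubation at room temperature, dark. Technique: resazurin-to-resorufin fluorescence via G6PDH and diaphorase coupling, 525/613 nm. Control set: DMSO wells with and without enzyme mix.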
PfGluPho inh – PfG6PD (Plasmodium falciparum) enzyme inhibition | 350,000 tested, 0.78% active | inhibition, % at 20 µM | PfGluPho enzyme, NADPH resazurin-diaphorase fluorescence;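 active means inhibition reaching at least a set limit at 20 µM in the primary screen, cut at about 59% in these data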;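 further: 0% = DMSO wells with substrate and 100% = DMSO wells lacking glucose-6-phosphate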
SENP8 block-1 – SENP8 (human) protease inhibition; Q96LD8; recombinant SENP8, Nedd8 substrate fluorescence; inhibition, % at 20 µM; 360,000 tested, 0.64% active; AID 602440; in the data active means inhibition mostly above about 40%, no sharp cut-off; inactive means mostly below about 27%
Target sequence (Q96LD8 whole entry, looked up): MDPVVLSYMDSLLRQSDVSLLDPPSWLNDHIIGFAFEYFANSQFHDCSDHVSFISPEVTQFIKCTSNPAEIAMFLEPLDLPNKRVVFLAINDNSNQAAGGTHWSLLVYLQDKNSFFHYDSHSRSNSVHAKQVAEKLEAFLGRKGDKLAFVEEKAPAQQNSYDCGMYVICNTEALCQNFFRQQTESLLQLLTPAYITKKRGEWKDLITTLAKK
SENP1 inh – SENP1 (human) catalytic domain inhibition; Q9P0U3; recombinant SENP1 catalytic domain, CyPet-SUMO1-YPet FRET cleavage; inhibition, % at 10 µM; 360,000 tested, 0.21% active;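 active means inhibition at least 30% at 10 µM, raw YFP signal under a set limit, fluorescence ratio 0.5 to 1.5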;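 further: 0% = enzyme with DMSO and 100% = no enzyme wells; some results filed as inactive read as strong as hits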
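Controls: no-enzyme wells low, DMSO-plus-enzyme wells high control. Test system: human recombinant His6-tagged SENP1 catalytic domain enzyme. Reagent: SFCypet-SUMO1-SFYpet FRET protein substrate, 25 nM final. Doses: one dose per compound, 10 µM, 0.5% DMSO. Detection: FRET, CFP and YFP emission. Timing: 50 min reaction at room temperature.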
NALP3 yeast inh – inhibitors of NALP3 inflammasome in yeast. Yeast reconstituted NLRP3/ASC/caspase-1, beta-gal luminescence, 24 h. inhibition, % at 10 µM. 330,000 tested, 0.39% active;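 active means inhibition of 50% or more; inactive means inhibition below 50%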;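 further: plate controls were induced DMSO wells for no effect and uninduced yeast grown without galactose for full effect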
SENP6 inh – blocks the human protease SENP6. Q9GZR1. Recombinant SENP6 catalytic domain, aminoluciferin luminescence. inhibition, % at 10 µM. 330,000 tested, 1.8% active. AID 2599;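 active means inhibition above about 50% at the single tested dose, limit read from the data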;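 further: plate controls were DMSO wells with enzyme for no effect and DMSO wells lacking enzyme for full effect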
Target sequence (Q9GZR1 628-1112 limits assumed): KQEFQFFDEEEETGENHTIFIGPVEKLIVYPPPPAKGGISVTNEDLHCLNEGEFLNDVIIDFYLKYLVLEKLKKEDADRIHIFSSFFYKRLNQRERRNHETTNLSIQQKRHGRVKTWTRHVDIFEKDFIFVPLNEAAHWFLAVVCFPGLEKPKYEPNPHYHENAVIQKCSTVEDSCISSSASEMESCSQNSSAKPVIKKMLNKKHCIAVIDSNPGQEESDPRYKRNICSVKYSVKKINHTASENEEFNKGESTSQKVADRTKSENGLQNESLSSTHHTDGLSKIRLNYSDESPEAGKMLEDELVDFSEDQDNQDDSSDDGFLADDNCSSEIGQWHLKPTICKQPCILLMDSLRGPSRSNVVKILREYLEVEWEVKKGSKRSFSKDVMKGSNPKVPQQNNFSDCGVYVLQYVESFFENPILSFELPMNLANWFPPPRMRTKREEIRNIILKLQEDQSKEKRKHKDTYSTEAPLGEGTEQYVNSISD
SENP8 block-2 – inhibitors of human SENP8 protease | Q96LD8 | purified SENP8, Z-RLRGG-aminoluciferin cleavage, luminescence | inhibition, % at 10 µM | 330,000 tested, 1.2% active | AID 2540; in the data active means inhibition above about 50%
Apaf1 inhib – human Apaf-1 inhibition; reconstituted apoptosome caspase-3 activity, DEVD-Rh110 fluorescence; AID 489030; inhibition, % at 20 µM; O14727; 330,000 tested, 0.71% active; active means inhibition of at least 40% at 20 µM;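 further: plate controls were DMSO wells for no effect and DEVD-CHO caspase inhibitor wells for full effect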
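Material: biochemical Apaf-1 apoptosome reconstitution. Medium: Hepes buffer, pH 7.5. Also added: cytochrome c activation, bis-DEVD rhodamine 110 substrate. Timing: 30 min compound preincubation, 50 min activation, room temperature. Measured by: rhodamine 110 fluorescence at Ex 480/Em 540 nm.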
SENP7 inh – blocks the human protease SENP7 | Q9BQF6 | recombinant SENP7, Z-RLRGG-aminoluciferin luminescence, 40 min | inhibition, % at 5 µM | 330,000 tested, 1.5% active;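 active means inhibition above about 50% at the single test dose, limit read from the data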;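 further: plate controls were DMSO with enzyme for no effect and no enzyme buffer wells for full effect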
Target sequence (Q9BQF6 706-1050 limits assumed): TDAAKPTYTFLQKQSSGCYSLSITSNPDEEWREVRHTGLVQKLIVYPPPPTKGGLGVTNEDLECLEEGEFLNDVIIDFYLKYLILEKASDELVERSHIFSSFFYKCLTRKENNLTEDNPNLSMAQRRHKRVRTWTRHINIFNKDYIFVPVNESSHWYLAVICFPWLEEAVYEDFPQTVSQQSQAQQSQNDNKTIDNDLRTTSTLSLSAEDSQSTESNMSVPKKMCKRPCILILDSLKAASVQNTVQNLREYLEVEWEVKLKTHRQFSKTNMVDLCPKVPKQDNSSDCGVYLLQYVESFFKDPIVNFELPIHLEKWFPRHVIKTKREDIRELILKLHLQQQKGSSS
Active calls of the source: *; i = inactive; . = no result given. An unsorted share of the library; any-hit rate near 4.1%.

SMILES	HKDC1 inh	PfGluPho inh	SENP8 block-1	SENP1 inh	NALP3 yeast inh	SENP6 inh	SENP8 block-2	Apaf1 inhib	SENP7 inh
O=C(COC(=O)C1CC2C=CC1C2)Nc1cccc(S(=O)(=O)N2CCOCC2)c1 (stereo not given)	2	-20	16	4	-1	-29	-6	-5	-1
O=C(OC(C(=O)Nc1cc(Cl)cc(Cl)c1)c1ccccc1)C1=COCCO1 (stereo not given)	3	-4	17	0	14	2	2	6	4
Cc1cc(C)n(CC(=O)Nc2ccc3c(c2)OCO3)c(=O)c1C#N	-1	2	-5	1	7	-8	-6	5	3
COc1ccc(-n2c(=S)[nH]c3cc(C(=O)NC4CCCCC4)ccc3c2=O)c(OC)c1	-8	9	-19	2	5	-11	-11	1	7
COc1ccccc1CN(C)CC(=O)Nc1cccc2ccccc12	2	18	7	-1	18	-5	7	19	9
Cc1csc(N(C)C(=O)CSc2nnc(COc3ccccc3C)o2)n1	-7	13	18	3	18	-13	-8	-4	-11
COc1ccc(NS(=O)(=O)c2cccc(NC(=O)c3ccc(S(=O)(=O)N4CCCCCC4)cc3)c2)cc1	-13	-4	15	2	20	-1	5	9	9
COc1cc(CN2CCN(Cc3ccc(C)cc3)CC2)c([N+](=O)[O-])cc1OC	-10	32	-23	1	1	8	-4	-4	-5
Cc1ccc2nc(C(O)C(O)c3nc4ccc(C)cc4[nH]3)[nH]c2c1 (stereo not given)	15	-2	-105	-25	-2	-14	1	5	9
NC(=O)c1c(NC(=O)c2c(F)cccc2F)sc2c1CCN(Cc1ccccc1)C2	-1	-2	-91	-29	39	-4	4	17	-1
Cc1ccc(S(=O)(=O)N2CCCN(S(=O)(=O)c3ccc(C)c(C)c3)CC2)cc1C	-1	14	11	2	-6	-2	-4	2	4
Cc1[nH]n(C2=NCCS2)c(=O)c1N=Nc1ccccc1	-6	-5	22	2	21	7	-9	-11	11
Cc1ccc(S(=O)(=O)N2CCC(C(=O)NNC(=O)c3ccccc3O)CC2)cc1C	-12	-40	i	-2	0	0	2	8	0
CN(c1ccc(C(=O)NCc2ccccn2)cc1)S(=O)(=O)c1ccc(Cl)cc1	4	-2	19	-1	15	-9	-5	16	7
Cc1cc(C)cc(NC(=S)N=Nc2c(O)n(C)c3ccc(S(=O)(=O)N4CCOCC4)cc23)c1	-8	6	-1	3	12	-22	6	0	2
CCN1CCN(C(CNS(=O)(=O)c2ccc(Cl)cc2)c2ccccc2)CC1 (stereo not given)	-5	-11	20	1	7	7	-1	0	-6
COC(=O)c1ccc(OC(=O)c2ccccn2)cc1	-2	-11	24	1	-6	-4	-8	2	8
COc1cccc(CNC(=O)Cn2ccc3cc(S(=O)(=O)N4CCCC4)ccc32)c1	0	-29	7	-1	-3	-11	-2	8	5
CCn1c(SCc2nc3ccccc3c(=O)[nH]2)nnc1-c1cccnc1	10	38	-2	1	13	-14	-7	-14	-6
Oc1cccc(C(=S)N2CCN(Cc3ccccc3)CC2)c1	-3	44	27	2	3	4	0	12	3
CNC(=O)CSc1nnc(-c2ccco2)n1-c1ccccc1OC	-7	1	4	1	-6	-5	8	0	6
Cc1ccccc1Nc1nc(N)nc(CCl)n1	-5	0	29	2	2	-23	-2	-21	1
CCCN1C(=O)/C(=C/c2cc(C)n(C)c2C)SC1=Nc1ccc(OC)cc1	7	7	17	-12	18	-24	-11	41*	3
Cc1cc(C)n(-c2cccc(CN(C)Cc3nc(-c4cnccn4)no3)c2)n1	-6	7	3	0	2	1	-1	-16	0
CCn1nc(C)cc1C(=O)N1CCc2c([nH]c3ccccc23)C1c1cc(F)ccc1F (stereo not given)	4	-2	-19	-3	16	4	2	15	-2
Cc1ccc(N(CC(=O)NC(C)C)C(=O)CCC(=O)Nc2nccs2)cc1	-4	-10	3	2	5	18	6	-12	1
CCN(CC(=O)Nc1ccc(Cl)c(C(F)(F)F)c1)CC(=O)NC1CCS(=O)(=O)C1 (stereo not given)	-7	17	10	3	-9	8	-3	-11	-4
S=C1NCCNC(=S)NCCOCCOCCN1	-9	10	10	0	6	-3	1	3	0
CCOc1ccc(NC(=O)CN(C)C(=O)c2ccc3nc(CC)c(CC)nc3c2)cc1OCC	-4	9	22	4	12	-16	6	-5	10
CN(C)Cc1c(O)ccc2occ(C(=O)c3ccccc3)c12	-8	-7	17	2	4	-2	-7	-17	-11
O=C(c1ccc(F)cc1F)N1CCC(N2CCC(C(=O)N3CCOCC3)CC2)CC1	-1	3	1	-15	12	1	17	9	5
CCOC(=O)c1c(NC(=O)CSc2nnc(C)c(=O)[nH]2)sc2c1CCC2	9	-21	-70	-2	0	-5	-4	7	5
CCCC1=C(C(=O)OCC)C(c2ccncc2)n2ncnc2N1 (stereo not given)	-3	-2	0	-7	1	16	9	-18	-2
COC(=O)COc1ccc(S(=O)(=O)N2CCCCCC2)cc1	-5	-1	16	2	8	-12	3	2	3
CCOC(=O)N1N=C(c2ccc(OC)cc2)CC1(O)C(F)(F)F (stereo not given)	-12	8	7	0	7	21	-9	-5	-6
Cc1cc(Nc2nc3ccccc3[nH]c2=O)n(-c2ccccc2)n1	7	-16	-251	0	-11	-19	-6	8	-5
COc1cc(NC(=O)c2cc(-n3cnnc3)ccc2Cl)cc(OC)c1	-4	17	15	0	16	-8	5	2	3
CC(C)(C)OC(=O)NCc1ccc(NC(=O)c2nc[nH]c2C(=O)NCCCNC(=O)c2[nH]cnc2C(=O)Nc2ccc(CNC(=O)OC(C)(C)C)cc2)cc1	-2	-32	5	2	2	-5	10	-11	0
COc1ccc(S(=O)(=O)N(C)CC(=O)NCC2CCCO2)cc1OC (stereo not given)	-2	-13	10	1	20	6	5	0	6
Fc1cccc(Cc2noc(CN3CCCCC3CCc3ccccn3)n2)c1 (stereo not given)	-1	-16	5	-1	4	3	-8	1	10

Given as comma-separated lines: three of the compounds above
structure,HKDC1 inh,PfGluPho inh,SENP8 block-1,SENP1 inh,NALP3 yeast inh,SENP6 inh,SENP8 block-2,Apaf1 inhib,SENP7 inh
CCOC(=O)c1c(NC(=O)CSc2nnc(C)c(=O)[nH]2)sc2c1CCC2,9,-21,-70,-2,0,-5,-4,7,5
CCCC1=C(C(=O)OCC)C(c2ccncc2)n2ncnc2N1 (stereo not given),-3,-2,0,-7,1,16,9,-18,-2
CC(C)(C)OC(=O)NCc1ccc(NC(=O)c2nc[nH]c2C(=O)NCCCNC(=O)c2[nH]cnc2C(=O)Nc2ccc(CNC(=O)OC(C)(C)C)cc2)cc1,-2,-32,5,2,2,-5,10,-11,0

The listing picks up with the 2 entries that preceded the break.
SMILES	HKDC1 inh	PfGluPho inh	SENP8 block-1	SENP1 inh	NALP3 yeast inh	SENP6 inh	SENP8 block-2	Apaf1 inhib	SENP7 inh
COc1ccc(S(=O)(=O)N(C)CC(=O)NCC2CCCO2)cc1OC (stereo not given)	-2	-13	10	1	20	6	5	0	6
Fc1cccc(Cc2noc(CN3CCCCC3CCc3ccccn3)n2)c1 (stereo not given)	-1	-16	5	-1	4	3	-8	1	10
C[C@@H](NC(=O)[C@@H]1Cc2ccccc2CN1C(=O)OC(C)(C)C)C(=O)NCc1ccco1	-1	-4	3	0	9	-15	-7	12	-8
CCOC(=O)C1C(=O)C=C(c2cccs2)CC1c1ccccc1C (stereo not given)	7	-17	11	1	-15	-22	-4	16	1
Cc1ccc(NC(=O)c2ccco2)c(NC(=O)c2ccccc2)c1	-1	3	14	-2	16	-10	-10	9	-7
Cc1ccc(C(=O)N/N=C\c2ccccc2[N+](=O)[O-])cn1	-5	-9	18	1	.	.	.	.	.
C(=C\c1cccc2ccccc12)/c1nnc(-c2cccs2)o1	-2	22	-297	-65	8	-10	5	22	-6
Cc1cc(C)cc(C(=O)NCC(=O)OCC(=O)c2c(N)n(C)c(=O)n(C)c2=O)c1	0	2	7	-1	1	-10	1	-11	-6
CC(C)N1CCC(=NNC(=O)c2cccs2)CC1	-2	-2	12	3	6	-4	1	-3	-9
CC1(C)CC(=O)C2=C(C1)N(c1ccc(Cl)cc1)C(=O)C2(O)C(F)(F)F (stereo not given)	-13	-3	16	-5	4	5	-3	5	1
CCOC(=O)c1cccc(NC(=O)C2(S(=O)(=O)c3ccc(Cl)cc3)CC2)c1	18	-7	6	3	17	-2	-7	12	-9
COc1ccc(/C=C2\SC(=O)N(CC(=O)Nc3ccc(O)cc3)C2=O)cc1OC	2	-3	-173	-7	13	-26	-8	-4	-10
O=C(c1ccco1)n1nc(-c2ccco2)nc1SCc1ccccc1	-6	-3	21	1	0	-13	-14	-2	-6
CC1=C(C(=O)Nc2ccccc2C)C2(CCCCC2)C(C(N)=O)C(=S)N1 (stereo not given)	-7	-1	11	2	12	5	4	-4	1
Cc1[nH]c2ccccc2c1/C=N/Nc1ccc([N+](=O)[O-])cc1S(=O)(=O)Nc1ccc(Cl)cc1	4	-8	22	20	-6	-14	-7	-4	-7
COc1ccc(N=Cc2c(O)[nH]c3ccccc23)cc1OC	7	30	-5	-80	29	21	7	18	12
O=C(Nc1cccc(C(=O)NC2CC2)c1)c1ccc(F)c(S(=O)(=O)N2CCOCC2)c1	-4	0	10	-1	9	-14	0	-9	-4
CCN(CC(=O)Nc1ccc(NC(C)=O)cc1)C(=O)CSCc1c(C)noc1C	0	-1	16	1	1	6	4	-5	0
COc1cc([N+](=O)[O-])ccc1NC(=O)CC(C)C	-4	-5	12	1	-1	-17	4	6	9
BrC(=C\c1ccccc1)/C=N/N1CCN(c2ccccc2)CC1	-2	9	2	0	22	-18	-1	0	16
O=C(O)c1cc(O)ccc1NC(=O)C1CCCO1 (stereo not given)	-4	-22	-25	1	6	-10	0	-11	1
Cc1cnc(NC(=O)CSc2nnc(COc3ccccc3)o2)s1	-1	-18	16	3	12	-1	-8	-5	2
COC(=O)c1ccc[n+](CC(=O)Nc2ccc(OC(F)F)cc2)c1	9	-7	12	3	16	-19	2	-2	3
Cc1cc(C)n2ncc(C(=O)NCCc3ccccc3)c2n1	31	30	i	0	9	-2	0	4	-5
CC1(c2nnc(-c3ccc(Cl)cc3)o2)CC(c2ccncc2)=NO1 (stereo not given)	-6	11	9	-2	29	-2	4	-1	-8
COC(=O)c1c(C)[nH]c(C(=O)C(C)OC(=O)C2=NNC(=O)CC2)c1C (stereo not given)	-3	1	11	0	19	8	-4	-8	1
Cc1ccc(NC(=O)c2sc3nc(C)nc(N4CCN(c5ccccn5)CC4)c3c2C)c(C)c1	0	1	5	3	10	-16	-5	-8	-10
CCCc1cc(=O)[nH]c(SCC(=O)c2cc(C)n(C(C)COC)c2C)n1 (stereo not given)	-4	-19	7	0	-10	2	1	14	4
CC(Oc1cccc(Cl)c1)C(=O)NNC(=O)c1cccnc1 (stereo not given)	-8	13	13	3	12	-7	-16	-1	-1
O=C1CC(=O)C(n2cncn2)C(c2ccc(Cl)cc2Cl)C1 (stereo not given)	-7	-10	3	-4	-18	-16	-7	11	-11
CCc1nnc(NC(=O)CSc2nnc(-c3ccccc3O)n2-c2ccc(C)cc2C)s1	-3	-46	-7	0	15	-17	0	12	4
COc1ccc(CNC(=O)COC(=O)CN2C(=O)COc3ccccc32)cc1	-2	-2	9	-1	15	-3	18	-3	7
